SRC3 inh: SRC3 coactivator transcriptional activity inhibitors, primary screen, cell-based, luminescence | 0.17% of 360,000 active | HEK293 GAL4-SRC3 luciferase reporter | Nuclear receptor coactivator 3 (Homo sapiens), Q9Y6Q9 | inhibition, % at 3.6 µM | AID 588352, 2011;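 active = inhibition above a per-campaign cutoff, the mean of all compounds plus 3 SD, cut at about 60% in these data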;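 also: 0% = DMSO-treated cells and 100% = gossypol-treated cells at 36 µM; higher means less SRC3-driven luciferase light from the GAL4 reporter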
NCOA2 inhibitor: inhibition of GAL4-SRC2 driven luciferase reporter, primary screen, SRC2 inhibitor project, cell-based, luminescence | HEK293 GAL4-SRC2 luciferase reporter | inhibition, % at 9 µM | 0.17% of 370,000 active | AID 651957, 2012;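 active = inhibition above the mean inhibition of all tested compounds plus 3 SD, set per campaign, cut at about 52% in these data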;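 also: 0% = DMSO treated cells and 100% = cells given Gossypol at 36 µM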
NOD2-RIPK2 inh: NOD2-RIPK2 binding disruptors in cells, primary screen, fluorescence, CHO cells, BLA complementation | Receptor-interacting serine/threonine-protein kinase 2 (Homo sapiens), O43353 | CCF4 ratio | inhibition, % at 4.98 µM | 0.38% of 360,000 active | AID 624267, 2012; in the data active = inhibition above about 21%;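 also: 0% = vehicle only and 100% = reference blocker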
Target sequence (O43353 whole entry, looked up): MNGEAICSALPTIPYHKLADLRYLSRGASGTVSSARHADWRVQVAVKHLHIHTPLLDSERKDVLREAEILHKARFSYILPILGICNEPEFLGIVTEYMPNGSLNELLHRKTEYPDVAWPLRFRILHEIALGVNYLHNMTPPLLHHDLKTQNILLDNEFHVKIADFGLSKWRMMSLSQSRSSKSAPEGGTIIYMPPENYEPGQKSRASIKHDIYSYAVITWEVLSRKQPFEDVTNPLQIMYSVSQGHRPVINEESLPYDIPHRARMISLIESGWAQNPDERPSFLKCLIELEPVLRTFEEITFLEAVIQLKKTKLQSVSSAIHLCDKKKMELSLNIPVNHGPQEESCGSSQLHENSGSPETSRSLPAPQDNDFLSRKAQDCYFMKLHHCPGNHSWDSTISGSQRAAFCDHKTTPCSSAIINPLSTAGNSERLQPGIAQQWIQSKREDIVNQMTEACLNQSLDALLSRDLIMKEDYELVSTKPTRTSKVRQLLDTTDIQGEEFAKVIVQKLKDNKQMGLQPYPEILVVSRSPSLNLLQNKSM
NR2F2 inh: NR2F2 transcriptional activity inhibitors, primary screen, cell-based, luciferase reporter, HEK293T, luminescence. COUP transcription factor 2 (Homo sapiens), P24468. HEK293T NGFI-A luciferase reporter. inhibition, % at 8.6 µM. 0.7% of 370,000 active. AID 686940, 2013;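 active = inhibition above a per-plate cutoff, mean inhibition of test wells between control levels plus 3 SD, cut at about 38% in these data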;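 also: cells cotransfected with COUP-TFII expression vector driving the NGFI-A reporter; 0% = median of COUP-TF2 test wells and 100% = reporter-only cells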
Target sequence (P24468 whole entry, looked up): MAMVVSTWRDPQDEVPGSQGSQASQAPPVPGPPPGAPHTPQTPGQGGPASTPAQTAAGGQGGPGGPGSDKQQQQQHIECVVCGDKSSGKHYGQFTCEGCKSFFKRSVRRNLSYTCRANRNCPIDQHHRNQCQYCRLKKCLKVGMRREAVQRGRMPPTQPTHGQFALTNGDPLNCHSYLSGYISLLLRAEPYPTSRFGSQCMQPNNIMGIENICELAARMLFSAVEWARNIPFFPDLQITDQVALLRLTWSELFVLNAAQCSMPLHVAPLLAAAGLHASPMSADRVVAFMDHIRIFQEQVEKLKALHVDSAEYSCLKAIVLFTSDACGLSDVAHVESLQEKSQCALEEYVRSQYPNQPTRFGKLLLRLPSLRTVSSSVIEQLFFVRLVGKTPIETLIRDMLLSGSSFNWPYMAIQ
SRC1 inh: SRC1 coactivator transcriptional activity inhibitors, primary screen, cell-based, luminescence | inhibition, % at 3.6 µM | 0.12% of 360,000 active | Nuclear receptor coactivator 1 (Homo sapiens), Q15788 | AID 588354, 2011 | HEK293 GAL4-SRC1 luciferase reporter;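 active = inhibition above the campaign mean plus 3 SD, with each screening campaign given its own cutoff, cut at about 60% in these data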;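 also: 0% = DMSO treated cells and 100% = gossypol at 36 µM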
TLR9-MyD88 block: inhibitors of TLR9-MyD88 association in cells, primary screen, cell-based, CHO, BLA complementation, fluorescence; AID 504734, 2011; CCF4 FRET ratio; 0.21% of 340,000 active; inhibition, % at 4.98 µM;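 active = inhibition above the mean over all tested compounds plus 3 SD, cut at about 21% in these data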;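 also: 0% = DMSO only wells and 100% = clavulanate BLA inhibitor control wells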
ABHD5-PLIN5 inh: ABHD5-PLIN5 interaction inhibitors, primary screen, cell lysate, split luciferase complementation, luminescence | Split G. princeps luciferase complementation, 4 h | inhibition, % at 4 µM | 0.78% of 360,000 active | AID 602281, 2012;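 active = inhibition above the mean inhibition across every tested compound plus 3 SD, cut at about 22% in these data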;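 also: 0% = DMSO only wells and the 100% control is not disclosed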
MC4R antagonist: MC4R antagonists of cAMP signaling, primary screen, cell-based, TR-FRET, antagonist arm of biased-ligand search; Melanocortin receptor 4 (Homo sapiens), P32245; MC4R-expressing cells, MTII-stimulated cAMP, LANCE TR-FRET; inhibition, % at 6.5 µM; 0.48% of 360,000 active; AID 540295, 2011;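 active = inhibition above its plate's cutoff, the mean of tested wells on that plate plus 3 SD, cut at about 29% in these data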;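 also: 0% = Melanotan II alone and 100% = Melanotan II plus saturating MCL0020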
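System – human MC4R-expressing U2OS cells · Also added – Melanotan II · Dosing – one concentration, 6.5 µM nominal · Timing – 30-min compound, 1-h challenge, 1-h detection, room temperature · Measured by – Eu-cAMP/anti-cAMP TR-FRET, emission 671 nm · Replicates – singlicate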
LMP1 NFkB inh: EBV LMP1-driven NF-kappaB luciferase reporter inhibitors, primary screen, cell-based, luminescence, single point; LMP1-induced NF-kappaB luciferase reporter cells; inhibition, % at 12.5 µM; AID 504558, 2011; 0.69% of 350,000 active; in the data active = inhibition above about 41%;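 also: 0% = neutral control wells and 100% = reference inhibitor control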
NR5A2 inv ag: LRH-1 (NR5A2) inverse agonists, primary screen, cell-based, luminescence, HEK293T, StAR-luciferase reporter; LRH-1 transfected, 24 h; 0.13% of 360,000 active; inhibition, % at 3.6 µM; Nuclear receptor subfamily 5 group A member 2 (Homo sapiens), O00482;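 active = inhibition above the mean inhibition of all tested compounds plus 3 SD, cut at about 73% in these data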;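 also: 0% = DMSO wells and 100% = reporter-only cells lacking LRH-1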
MC4R barr agon: MC4R agonists recruiting beta-arrestin, primary screen, cell-based, luminescence, agonist arm of biased-ligand search | U2OS MC4R beta-arrestin complementation; percent of melanotan II response, DMSO zero | activation, % at 8.9 µM | 0.98% of 360,000 active;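 active = activation above a per-plate cutoff, the mean activation of sample wells on that plate plus 3 SD, cut at about 8% in these data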
Starred values were filed as active, the others as inactive; . = not tested or not shown. The list is partial; rates above refer to the full screens.

SMILES | SRC3 inh | NCOA2 inhibitor | NOD2-RIPK2 inh | NR2F2 inh | SRC1 inh | TLR9-MyD88 block | ABHD5-PLIN5 inh | MC4R antagonist | LMP1 NFkB inh | NR5A2 inv ag | MC4R barr agon
O=C(NCc1cccs1)C1CCCN1C(=O)Nc1cccc(Cl)c1 (stereo not given) | 0 | -16 | -2 | -7 | -19 | 4 | -2 | 5 | 3 | 14 | -0.2
CC(NC(=O)CN1CCCC1)C12CC3CC(CC(C3)C1)C2 (stereo not given) | 1 | -17 | -6 | -2 | -12 | 11 | 5 | -2 | 2 | 16 | -0.7
COc1cc2c(cc1NC(=O)CCCN1C(=O)CCC1=O)oc1ccccc12 | -39 | -33 | -6 | -9 | -32 | -5 | 12 | 11 | -10 | -40 | -0.8
COC(=O)C1(c2ccccc2)NC(c2cccs2)C2C(=O)N(C)C(=O)C21 (stereo not given) | 9 | 3 | 3 | 17 | 1 | 4 | 1 | 10 | -3 | 0 | -1.2
O/N=C(\C[n+]1ccccc1)c1ccc(Br)cc1 | 7 | 4 | 3 | -15 | -1 | 12 | 2 | 4 | 0 | 3 | -1.2
CC(=O)c1cccc(Nc2nc(-c3cccc([N+](=O)[O-])c3)cs2)c1 | -65 | -59 | -1 | -19 | -54 | -4 | -7 | 2 | -44 | 8 | -0.5
CCCOc1ccc(CC(CC(=O)O)(C(=O)O)C(=O)O)cc1 | 11 | -24 | -17 | 6 | 1 | 6 | 0 | 10 | 0 | -10 | 1.3
COC(=O)c1cc(-c2ccc(Cl)cc2Cl)n[nH]1 | -31 | -47 | -9 | -40 | -26 | -8 | -4 | 17 | -8 | -45 | 4.8
CC1(C)CC(NC(=O)c2ccccc2)CC(C)(C)N1 | -1 | 15 | 1 | 18 | -4 | -1 | 7 | 4 | -16 | -14 | -1.4
CC1(C(=O)Nc2ccc3c(c2)OCCO3)CCN1Cc1ccc2ccccc2c1 (stereo not given) | 14 | 15 | -1 | 12 | 8 | . | 13 | 1 | . | 32 | 6.3

2 compounds from above, showing only NR2F2 inh and NR5A2 inv ag.
Molecule | NR2F2 inh | NR5A2 inv ag
CC1(C)CC(NC(=O)c2ccccc2)CC(C)(C)N1 | 18 | -14
CC1(C(=O)Nc2ccc3c(c2)OCCO3)CCN1Cc1ccc2ccccc2c1 (stereo not given) | 12 | 32

Remaining list, next part.
SMILES | SRC3 inh | NCOA2 inhibitor | NOD2-RIPK2 inh | NR2F2 inh | SRC1 inh | TLR9-MyD88 block | ABHD5-PLIN5 inh | MC4R antagonist | LMP1 NFkB inh | NR5A2 inv ag | MC4R barr agon
CCCCCC(=O)NC(=S)Nc1ccc(Cl)cn1 | -4 | 12 | -4 | -10 | 0 | 7 | -4 | 13 | -6 | 1 | 4.7
O/N=C/c1ccccc1OCc1ccccc1Cl | 11 | -9 | 4 | 6 | 1 | -5 | -3 | -3 | 5 | -4 | 0.6
COc1ccc(NS(=O)(=O)CC23CCC(CC2=O)C3(C)C)cc1 (stereo not given) | 14 | 2 | -4 | 11 | -5 | 7 | 3 | 6 | -1 | -4 | 0.3
Cc1ccc(NS(=O)(=O)c2cccs2)cc1S(=O)(=O)N1CCCCCC1 | -5 | 9 | -8 | 7 | 13 | -5 | -2 | 17 | 0 | 1 | 2.3
CNC(=O)c1cc2c(=O)n3cccc(C)c3nc2n(C(C)C)c1=N | 10 | 4 | -4 | 2 | -11 | -16 | -5 | 9 | -6 | 4 | -2.1
Cc1ccccc1N(CC(=O)NCCc1ccccc1)C(=O)CCC(=O)Nc1ccccn1 | -10 | -21 | -8 | -1 | 1 | -11 | 6 | 0 | -7 | 9 | -0.2
CCOc1ccc(C(=O)COC(=O)C2CCN(c3ccc(C(F)(F)F)cn3)CC2)cc1 | 5 | -23 | -3 | 4 | -13 | -2 | 0 | -6 | -5 | -9 | -0.9
Cc1ccc(OCC(=O)Nc2ccncc2)c(C)c1 | -43 | -2 | -8 | 35 | -16 | -2 | 5 | 5 | 8 | 2 | 0.4
CCOc1ccc(NC(=O)CSc2nnc(CCNC(=O)c3ccc(OC)cc3)n2C)cc1 | -45 | . | -4 | . | -10 | 1 | 13 | -5 | -5 | -12 | -0.4
Cc1ccc(/C=N\NC(=O)c2csnn2)cc1 | -89 | -65 | -1 | -30 | -111 | 0 | -2 | 0 | -9 | -133 | -1.6
Cc1ccc2[nH]cc(C(=O)NCc3cccs3)c(=O)c2c1 | 8 | 22 | 9 | 4 | 0 | 2 | -11 | 12 | 4 | 5 | 0.2
CCN(C(=O)COC(=O)CN(C)S(=O)(=O)c1ccc(NC(C)=O)cc1)C1CCS(=O)(=O)C1 (stereo not given) | 25 | -28 | -2 | 12 | 2 | -4 | 4 | -1 | -9 | 7 | -1.9
Cc1oncc1-c1cn2ccccc2n1 | 16 | -2 | -2 | -6 | 7 | -8 | 1 | 3 | -12 | -4 | -2.7
NS(=O)(=O)c1ccc(CCNC(=O)c2cc(=O)[nH]c3ccccc23)cc1 | 1 | -2 | 0 | 5 | -13 | -5 | 0 | 3 | -10 | 7 | 0.4
Cn1c(N)c(C(=O)CNC2CCCCC2)c(=O)n(C)c1=O | -15 | 0 | -2 | -1 | 10 | -15 | 1 | 3 | 0 | -11 | -0.3
Cc1c(C)c2ccc(OC(C)C(=O)N3CC[C@@]4(O)CCCC[C@H]4C3)c(C)c2oc1=O (stereo not given in full) | 22 | -9 | -7 | -13 | -31 | -3 | -3 | 3 | 1 | 8 | -0.8
CC1=C(C(=O)OCC(C)C)C(c2ccc(Br)s2)NC(=O)N1 (stereo not given) | 0 | -28 | -18 | -8 | -8 | -8 | 3 | 7 | 3 | -12 | -1.5
CN1CCN(C(=O)C2=C[C@H](c3coc4ccccc4c3=O)C[C@H](OCc3ccc(CO)cc3)O2)CC1 | -6 | -66 | -9 | -8 | -10 | 1 | 3 | 5 | -3 | 11 | -1.6
N#CCCN(C(=O)COC(=O)c1ccc2c(c1)OCO2)c1ccccc1 | -6 | 1 | -4 | -13 | -3 | -2 | 6 | -3 | 0 | -10 | -0.2
CCn1c(SCC(=O)N2CCN(c3ccccc3)CC2)nnc1-c1ccoc1C | 13 | 8 | 12 | 21 | -16 | 0 | -4 | -3 | 3 | 0 | -2.2
COc1ccc(C(=O)c2c(C(F)(F)F)oc3c2C(=O)c2ccccc2C3=O)cc1 | 41 | . | 5 | . | 13 | 3 | -12 | -11 | 85* | 4 | -0.6
CC(=O)Nc1ccc2c(c1)CCc1ccccc1-2 | -33 | -43 | 4 | -34 | -102 | 6 | 17 | -1 | -15 | -61 | 0.3
COc1ccc(C(=O)c2c3ccc(OC)cc3[n+]([O-])n2CCCC(N)=O)cc1 | -7 | -4 | -9 | -6 | -12 | -1 | -2 | -14 | 9 | 25 | -0.8
Cc1oc(-c2ccccc2Cl)nc1CS(=O)(=O)CC(=O)NCCc1ccccc1 | 5 | 6 | 3 | -19 | 9 | 3 | 8 | 1 | -6 | 15 | 0.3
Nc1nc(-c2ccco2)nn1S(=O)(=O)c1ccccc1 | 24 | -10 | 2 | 11 | 6 | -1 | 3 | 7 | -1 | 2 | -2.7
CCOC(=O)C1CCCN(C(=O)c2ccc(C(=O)c3ccccc3)cc2)C1 (stereo not given) | -7 | -2 | -12 | -5 | -8 | -11 | -11 | 19 | -6 | 8 | 1.0
CC1CCCC(NC(=O)CNC(=O)c2cccs2)C1C (stereo not given) | 9 | -31 | -8 | -7 | -17 | -3 | 1 | 3 | 1 | -17 | -1.1
O=C(CN1CCN(c2ccccn2)CC1)Nc1ccc(OCc2ccccc2)cc1 | -1 | 6 | -7 | 12 | -12 | -3 | 1 | 3 | -14 | -18 | 2.5
CCOc1ccccc1N(C)C(=O)CCS(=O)(=O)c1ccc2c(c1)NC(=O)C(C)S2 (stereo not given) | -14 | -21 | -8 | 9 | -2 | 2 | -1 | 6 | 0 | -17 | -0.3
CC1(C(=O)NS(=O)(=O)c2ccccc2Cl)CCN1C(=O)C1CC1 (stereo not given) | -9 | -22 | 9 | -5 | -14 | . | 6 | 4 | . | 20 | -0.5
COCC(C)NC(=S)N1CCN(c2ccccc2Cl)CC1 (stereo not given) | -15 | 4 | -4 | 16 | 6 | -1 | 0 | -1 | 5 | 7 | -1.6
Cc1cc(NC(=O)CN2C(=O)c3ccccc3S2(=O)=O)no1 | 8 | 20 | -6 | -19 | -15 | -6 | -7 | -3 | -3 | 11 | -1.4
CCOc1ccc(NC(=O)CCN2CCCCC2)cc1 | 14 | 0 | -5 | -4 | -11 | -8 | 0 | 5 | -2 | -6 | -1.3
COCc1cc(Sc2c(Cl)cccc2Cl)nc(-c2ccccc2)n1 | -16 | -26 | -6 | -4 | -1 | -5 | -9 | 1 | -10 | 3 | -1.3
CC(C)c1ccc(CC(=O)N2CCC2(C)C(=O)NCc2cccc3ccccc23)cc1 (stereo not given) | 9 | 4 | -22 | 24 | 9 | . | -3 | 5 | . | 0 | 3.1
CCCNS(=O)(=O)c1ccc(CCC(=O)NCc2ccco2)cc1 | 7 | -8 | -4 | -2 | -7 | 10 | 4 | 8 | -22 | 8 | -1.7
O=c1cc(CN2CCN(c3ccccc3F)CC2)c2cc3c(cc2o1)CCCC3 | 2 | -6 | 0 | 7 | 5 | -1 | -4 | 0 | 4 | -19 | 0.1
COc1ccc(OC)c(-n2c(SCC(C)=O)nnc2-c2cccc(S(=O)(=O)N(C)C)c2)c1 | 20 | -6 | -23 | 2 | 14 | -5 | -1 | -6 | -3 | 6 | 2.5
O=C(Nc1ccc(F)c(Cl)c1)c1ccc2nc([C@@H]3O[C@H](CO)[C@H](O)[C@H](O)[C@H]3O)[nH]c2c1 | -8 | -25 | -1 | -7 | 2 | . | 2 | 6 | . | 6 | -0.7
CC(C)CNS(=O)(=O)c1ccccc1C(=O)N1CCCCC1 | 8 | 2 | 0 | 0 | -10 | 1 | -4 | 12 | 0 | 1 | -1.6
O=C(c1ccc(-c2cc(O)c3ncccc3c2)cc1)N1CCNCC1 | -17 | -49 | -9 | -26 | -20 | 2 | 3 | 3 | 23 | -23 | -3.4
